# High-throughput results (PubChem)
# MT1-MMP act inh – blockers of MT1-MMP proenzyme processing, primary screen, HT1080 RFP-PRO-GFP cells, GFP/RFP fluorescence | GFP/RFP ratio change, % at 20 µM | AID 651647, 2012 | GFP/RFP ratio fluorescence, overnight; percent of plate control window, DMSO zero | hit rate 0.061% among 360,000;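 active means GFP/RFP ratio change of at least 30% with cell ATP level not reduced by more than half and red fluorescence within 50% of control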; further: strong numbers were not always called active
#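 Assay system – RFP-PRO-GFP reporter HT1080 cells · Compound dosing – single dose of 20 µM compound, 1% DMSO final · Incubation – overnight compound exposure at 37 °C · Measure – GFP/RFP fluorescence ratio · Benchmarks – DMSO wells and RFP-L50D-GFP cells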
# SUMO1-SIM PPI – modulators of SUMO1 protein-protein interactions, primary screen, biochemical, uHTS; Small ubiquitin-related modifier 1 (Homo sapiens), P63165; SUMO1 binding to a labelled peptide, TR-FRET, 1 h; inhibition, % at 20 µM; hit rate 0.33% among 360,000; AID 602429, 2012; in the data active means inhibition above about 37%
# Target sequence (P63165 whole entry, looked up): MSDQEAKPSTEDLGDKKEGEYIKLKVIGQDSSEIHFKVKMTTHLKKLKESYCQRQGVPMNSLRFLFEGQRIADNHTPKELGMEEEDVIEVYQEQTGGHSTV
# Rpn11 inh – Rpn11 (PSMD14) deubiquitinase inhibitors, primary screen, biochemical, fluorescence polarization, uHTS. human 26S proteasome, Ub4-pepOG fluorescence polarization; 20S core pre-blocked with epoxomicin. hit rate 0.59% among 360,000. calls only at 20 µM;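 active means inhibition at 20 µM, scaled to each plate's controls, above about 33%, limit read from the data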
# SKN-1 block – suppressors of acrylamide-induced Pgst-4::GFP reporter in worms, primary screen, SKN-1 inhibitor project, whole organism, uHTS, GFP/RFP fluorescence ratio, strain VP596; inhibition, % at 21.8 µM; hit rate 0.49% among 360,000; C. elegans VP596 Pgst-4::GFP/RFP ratio, 24 h;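 active means interference check ratio from 0.5 to 1.5 plus GFP to RFP signal ratio inhibition reaching or exceeding a fixed threshold, cut at about 30% in these data, passing the limit was not always enough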; further: some compounds called inactive have numbers as strong as hits
# Scp1 inh – Scp-1 phosphatase inhibitors, primary screen, biochemical, colorimetric, uHTS; AID 493091, 2011; Recombinant Scp1, phosphopeptide, malachite green phosphate absorbance; hit rate 0.88% among 340,000; inhibition, % at 20 µM;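 active means inhibition above about 50% at 20 µM, limit read from the data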;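 further: plate controls were DMSO wells with enzyme for no effect and wells lacking enzyme for full effect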
# Target sequence (Q9GZU7 76-261 limits assumed): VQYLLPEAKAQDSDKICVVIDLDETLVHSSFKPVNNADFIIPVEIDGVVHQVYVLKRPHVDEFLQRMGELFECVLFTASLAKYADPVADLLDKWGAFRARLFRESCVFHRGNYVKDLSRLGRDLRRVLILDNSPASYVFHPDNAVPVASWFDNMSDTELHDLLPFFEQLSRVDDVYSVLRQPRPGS
#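 Material – SCP-1 phosphatase catalytic domain, residues 76-261 · Buffer or medium – Acidic Tris acetate buffer with magnesium and detergent · Also added – Phospho 17-mer peptide substrate · Compound – single 20 µM dose, 1% DMSO · Times – 45 min room-temperature reaction, 5 min colour, 30 min stabiliser · Technique – Phosphate-binding colour reagent, absorbance read at 630 nm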
# LMPTP block – LMPTP phosphatase inhibitors, primary screen, biochemical, fluorescence intensity, uHTS. Low molecular weight phosphotyrosine protein phosphatase (Homo sapiens), P24666. recombinant LMPTP-A, OMFP fluorogenic substrate. inhibition, % at 20 µM. hit rate 0.22% among 360,000. AID 651560, 2012;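 active means compounds that cut the enzyme signal by at least half of the control window in the single-dose screen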;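 further: plate controls were DMSO wells with enzyme plus substrate for no effect and substrate without enzyme for full effect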
# Target sequence (P24666 whole entry, looked up): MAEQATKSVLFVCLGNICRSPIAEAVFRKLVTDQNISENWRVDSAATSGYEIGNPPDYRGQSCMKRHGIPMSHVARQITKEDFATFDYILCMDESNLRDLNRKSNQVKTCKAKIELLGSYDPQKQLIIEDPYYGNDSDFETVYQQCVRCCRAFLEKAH
#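 Test system: LMPTP-A phosphatase enzyme. Amount: LMPTP-A at 0.625 nM final in the reaction. Reagent: OMFP substrate, 400 µM final. Times: 50 min at room temperature. Signal: endpoint fluorescence intensity from OMFP dephosphorylation. Read-out basis: % inhibition. Benchmarks: no-enzyme and uninhibited controls.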
# DNMT1 block – human DNMT1 methyltransferase inhibitors, primary screen, biochemical, molecular beacon, fluorescence, HinP1I cleavage, uHTS; AID 588458, 2011; hit rate 0.83% among 360,000; inhibition (reported as % activation of signal), % at 10 µM; in the data active means inhibition above about 50%
# STEP block – STEP phosphatase inhibitors, primary screen, biochemical, fluorescence intensity, uHTS; Tyrosine-protein phosphatase non-receptor type 5 (Homo sapiens), P54829; AID 588621, 2011; inhibition, % at 20 µM; recombinant STEP, OMFP fluorogenic substrate; hit rate 0.25% among 360,000;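 active means inhibition at 20 µM, scaled per plate between control wells, above about 37%, limit read from the data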;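 further: 0% = DMSO with enzyme and substrate and 100% = substrate only without enzyme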
# Target sequence (P54829 whole entry, looked up): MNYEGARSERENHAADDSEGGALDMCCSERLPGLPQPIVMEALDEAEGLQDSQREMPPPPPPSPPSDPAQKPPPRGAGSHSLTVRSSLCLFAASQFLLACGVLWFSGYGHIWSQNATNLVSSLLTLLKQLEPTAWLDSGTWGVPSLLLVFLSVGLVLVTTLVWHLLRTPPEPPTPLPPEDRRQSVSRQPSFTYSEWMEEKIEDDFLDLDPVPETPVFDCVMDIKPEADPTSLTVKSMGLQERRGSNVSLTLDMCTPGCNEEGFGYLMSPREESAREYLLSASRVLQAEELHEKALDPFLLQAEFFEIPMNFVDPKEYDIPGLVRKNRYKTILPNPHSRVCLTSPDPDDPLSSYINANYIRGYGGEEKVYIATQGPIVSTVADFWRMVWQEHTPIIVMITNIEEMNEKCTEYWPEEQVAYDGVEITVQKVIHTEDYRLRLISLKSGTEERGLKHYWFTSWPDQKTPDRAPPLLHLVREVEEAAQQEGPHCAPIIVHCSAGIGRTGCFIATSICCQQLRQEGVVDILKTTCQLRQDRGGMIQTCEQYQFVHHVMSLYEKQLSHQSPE
#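 System: isolated STEP enzyme; schedule: 20 min enzyme reaction at room temperature, protected from light; medium: Bis-Tris buffer pH 6.0, 2.5 mM DTT, 0.005% Tween 20; signal: fluorescence, 480/540 nm; dosing: single compound dose of 20 µM, 1% DMSO final; also added: OMFP substrate, 25 µM final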
# NadD inh – inhibitors of S. aureus NadD, primary screen, biochemical, colorimetric, uHTS | Nicotinate-nucleotide adenylyltransferase NadD (Staphylococcus aureus N315) | purified NadD enzyme, colorimetric absorbance read-out | inhibition, % at 20 µM | hit rate 0.78% among 360,000 | AID 602399, 2012; in the data active means inhibition above about 26%; further: some compounds past the cut are filed as inactive
# CendR NRP1 mod – modulators of CendR peptide binding to NRP-1, primary screen, biochemical, fluorescence polarization, uHTS. Neuropilin-1 (Homo sapiens), O14786. FAM-RPARPAR peptide binding to NRP-1. inhibition, % at 25 µM. hit rate 0.85% among 360,000. AID 602438, 2012;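 active means inhibition or corrected inhibition above about 18%, plus a signal ratio from 0.5 to 1.5, limit read from the data, passing the limit was not always enough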; further: strong numbers were not always called active
# Starred values were filed as active, the others as inactive; i = inactive; . = not tested or not shown.
SMILES,MT1-MMP act inh,SUMO1-SIM PPI,Rpn11 inh,SKN-1 block,Scp1 inh,LMPTP block,DNMT1 block,STEP block,NadD inh,CendR NRP1 mod
COc1ccc(C2(c3ccc(OC)cc3)NC(=O)N(Cn3nnc4ccccc4c3=O)C2=O)cc1,-5.2,-4.3,i,-3.3,-9.2,1.1,-5.1,3.1,-7.4,2.7
Cn1c(=O)[nH]c(=O)c2c1nc(NC1CCCCC1)n2CCO,4.9,-1.2,i,-10.5,0.3,-1.0,-0.8,-3.7,-1.2,-14.1
CCOC(=O)C(NC(=O)Nc1ccc(F)cc1F)(Oc1ccccc1)C(F)(F)F (configuration not stated),-1.5,-0.2,i,19.6,-6.5,-1.6,-8.9,0.3,-2.1,8.3
COc1ccccc1NC(=O)COC(=O)C1CC(=O)N(c2ccc3c(c2)OCCO3)C1 (configuration not stated),-1.3,-0.3,i,4.4,0.7,-0.2,2.0,-3.3,4.5,0.0
N#Cc1c(N)nc2c3c(sc(=N)c2c1N)NC(=O)CC3c1ccccc1 (configuration not stated),-11.6,-10.3,i,21.4,-6.7,2.6,-9.8,-1.8,4.1,-35.9
CCNC(=O)NCCc1c[nH]c2ccc(Cl)cc12,7.5,-2.4,i,3.6,-7.0,-0.2,-2.9,-1.2,-5.0,-4.5
CCc1ccc(C(=O)NCc2cccs2)s1,3.8,-5.5,i,15.9,-4.3,0.9,3.1,-1.2,0.4,-4.5
COc1ccc(C(=O)NC2CCN(C(=S)Nc3cc(C)ccc3C)CC2)cc1,6.3,-1.5,i,4.7,3.1,-1.5,2.6,2.3,-2.4,-7.8
COc1ccc(NC(=S)N2CCN(Cc3cccc(F)c3)CC2)c(OC)c1,-0.3,1.5,i,-10.2,-8.3,-0.5,-0.3,2.8,1.1,-9.2
Nc1nc(Nc2cccc(Cl)c2)n[nH]1,0.4,-1.4,i,-3.0,8.0,-0.6,3.5,1.0,0.1,13.2
Cn1nc(C(=O)N2CCN(S(=O)(=O)c3ccccc3)CC2)c2ccccc2c1=O,-5.3,-1.6,i,38.5*,-2.9,0.2,-4.3,-2.3,4.1,3.6
Cc1nc(N2CCN(Cc3ccccc3)CC2)[nH]c(=O)c1C,0.2,-2.1,i,-11.3,-6.0,-2.8,-0.2,2.7,-0.2,11.9

# Profiles from above. Values in the order: MT1-MMP act inh | SUMO1-SIM PPI | Rpn11 inh | SKN-1 block | Scp1 inh | LMPTP block | DNMT1 block | STEP block | NadD inh | CendR NRP1 mod
# `Cc1nc(N2CCN(Cc3ccccc3)CC2)[nH]c(=O)c1C` is listed as 0.2 | -2.1 | i | -11.3 | -6.0 | -2.8 | -0.2 | 2.7 | -0.2 | 11.9
# `Cn1c(=O)[nH]c(=O)c2c1nc(NC1CCCCC1)n2CCO` is listed as 4.9 | -1.2 | i | -10.5 | 0.3 | -1.0 | -0.8 | -3.7 | -1.2 | -14.1
# `COc1ccc(C(=O)NC2CCN(C(=S)Nc3cc(C)ccc3C)CC2)cc1` is listed as 6.3 | -1.5 | i | 4.7 | 3.1 | -1.5 | 2.6 | 2.3 | -2.4 | -7.8

# Later entries:
SMILES,MT1-MMP act inh,SUMO1-SIM PPI,Rpn11 inh,SKN-1 block,Scp1 inh,LMPTP block,DNMT1 block,STEP block,NadD inh,CendR NRP1 mod
Cc1cc(COc2ccccc2O)on1,2.1,-0.4,i,24.5,-9.6,-2.3,2.6,0.9,-0.8,6.3
CC(C)(C)c1ccc(-n2ncc3c2CCCC3NC(=O)CN2CCOC2=O)cc1 (configuration not stated),2.3,2.3,i,1.8,-2.2,-1.6,1.3,2.4,-0.3,10.9
O=C(CN1CCN(S(=O)(=O)c2ccc(Br)cc2)CC1)N/N=C/c1cc([N+](=O)[O-])ccc1Cl,-2.3,-15.8,i,10.6,-5.7,0.3,-5.4,-1.2,19.7,0.8
COc1ccc(C(C#N)N2N=C(C)CC2c2ccccc2)cc1 (configuration not stated),1.0,5.9,i,17.2,-1.6,-0.8,-2.3,-2.5,-4.5,8.9
Cc1[nH]c2ccc(-c3n[nH]c(=S)n3-c3ccccc3)cc2c1C,8.0,2.4,i,2.2,-2.0,-0.9,-3.8,-4.5,14.2,-4.6
COc1ccc(C(=O)N(CN2CCCC2=O)c2ccccc2OC)cc1OC,2.1,1.8,i,-18.9,-4.0,-0.6,0.4,-2.4,2.6,-14.0
O=C(O)c1ccc(N2C(=O)CC(SC(=Nc3ccccc3)Nc3ccccc3)C2=O)cc1 (configuration not stated),3.5,0.6,i,3.8,-4.4,-0.4,10.6,-2.2,1.9,14.0
Cc1ccc(Oc2nc(-c3cccnc3)nc3ccccc23)c([N+](=O)[O-])n1,-0.7,-3.2,i,-6.3,-0.4,-0.1,-1.6,2.5,-5.8,-9.1
Cc1cc(NC(=O)CCSc2nc(-c3ccco3)cc(C(F)(F)F)n2)no1,-3.7,0.2,i,21.2,-3.1,0.0,0.1,-0.9,-4.0,-1.0
CCN(CC)c1ccc(NC(=O)COC(=O)CSc2ccc(Br)cc2C)cc1,7.5,1.9,i,3.7,2.7,4.2,-7.3,5.8,7.9,0.3
C=CCSc1nnc(NC(=O)CN2C(=O)NC3(CCCC3)C2=O)s1,3.9,1.6,i,5.5,-0.1,-0.7,0.8,-0.3,-1.1,12.4
CC1=C(C(=O)N(C)C)CC(CC(=O)NCCN2CCOCC2)C(=O)N1Cc1ccc(F)cc1 (configuration not stated),3.0,3.6,i,-7.0,.,-1.8,9.9,-1.8,11.1,12.2
COc1c(F)c(F)c(C(=O)Nc2ccc(NC(=O)Cc3ccccc3)cc2)c(F)c1F,6.4,3.4,i,-4.8,-4.3,-0.5,13.0,-1.5,0.2,-7.6
CCOc1ccccc1C(=O)N[C@H](C(=O)OCc1csc(CC(=O)Nc2ccc(C)cc2)n1)C(C)C,-1.6,2.1,i,26.7,-1.0,1.1,1.2,-0.9,-1.2,-6.2
CCOc1c(Br)cc(C2NC(=O)CCC2[N+](=O)[O-])cc1OC (configuration not stated),2.5,5.7,i,2.0,-7.0,0.2,-0.5,-3.3,-1.4,9.3
CC(C)Oc1ccc(/C(O)=C2/C(=O)C(=O)N(CCN3CCNCC3)C2c2cccc([N+](=O)[O-])c2)cc1 (configuration not stated),-1.7,-25.5,i,-7.0,-2.0,-0.3,-2.1,2.0,6.6,7.5
Cc1ccc(S(=O)(=O)N(C)C)cc1NC(=O)COC(=O)c1ccc2c(c1)NC(=O)CS2,0.6,4.1,i,-7.6,-4.3,-1.7,-6.6,-0.6,-1.3,13.5
C#Cc1ccc([C@@H]2C=C(C(=O)NCc3ccccc3)O[C@H](OCc3ccc(CO)cc3)C2)cc1,-0.9,-0.8,i,2.4,-6.2,2.8,-9.7,-1.3,20.2,-22.4
COc1ccc(NC(=O)c2cc(OC)c(OC)c(OC)c2)cn1,7.6,-0.3,i,-1.0,-0.4,-3.6,-3.5,0.7,1.7,8.3
Cc1ccc(NC(=O)c2ccc(S(=O)(=O)NCc3ccco3)cc2)nc1,-1.8,1.0,i,-11.5,1.0,-1.7,3.6,-2.3,-0.5,9.7
C=CCOc1ccc(/C(O)=C2/C(=O)C(=O)N(CCN3CCOCC3)C2c2ccc(C)cc2)cc1 (configuration not stated),-5.2,-8.2,i,32.1,-11.3,1.2,5.9,3.1,11.5,-6.2
CC(=O)Oc1ccc(OC(C)=O)c(SCCCCCN2CCOCC2)c1,-15.0,-1.3,i,-1.7,-8.6,-0.4,-4.6,3.6,-5.2,-98.9
COc1cc2c(c(OC)c1OC)C(=O)CC2,-0.9,-0.1,i,7.2,-11.4,-2.0,-0.5,-2.4,-5.6,9.0
Cc1ccc(NC(=O)N(CCC(=O)O)Cc2ccccc2)cc1,-3.5,-1.4,i,5.0,-1.9,-0.8,-1.6,-0.8,1.0,2.9
Cc1c(C=O)c(C=O)c(C)n1Cc1ccccc1,-20.5,-2.0,i,17.4,-2.0,-1.4,-8.4,-2.1,0.8,8.6
Cc1[nH]nc(SCC(=O)NCC(C)C)c1[N+](=O)[O-],-1.0,-4.6,i,-3.8,-2.7,-0.4,1.2,-1.0,-2.8,-11.3
CCOc1ccc(NC(=O)CSc2nc3ccccc3c(=O)n2CCCC(=O)N2CCCC2)cc1,-0.4,5.5,i,-9.7,-6.8,-0.9,-1.6,0.1,9.4,-1.8
CCN(CC)CCCn1c2c(c(SCC(=O)Nc3cc(C)on3)nc1=O)CCC2,-3.4,0.1,i,0.8,-1.1,0.4,2.3,-1.8,-3.0,-0.8
COc1ccc(-c2csc3ncnc(N4CCN(c5ccccc5O)CC4)c23)cc1,-6.8,-0.1,i,0.1,4.6,4.1,-8.5,1.4,23.1,-4.2
Cn1c(=O)[nH]c(=O)c2c1nc(SCC(N)=O)n2Cc1cccc(Br)c1,13.3,3.4,i,-10.9,-10.0,-1.8,0.9,1.3,0.6,-9.6
O=C(c1ccc2c(=O)n3c(nc2c1)CCCCC3)N1CCN(C(c2ccccc2)c2ccccc2)CC1,-7.8,-2.6,i,3.9,2.4,3.0,-7.2,0.5,19.0,2.3
O=C(COc1ccccc1)N=C1SC2CS(=O)(=O)CC2N1c1ccc(F)cc1 (configuration not stated),-5.0,5.2,i,6.2,-1.4,0.3,4.6,-0.5,-0.7,4.6
O=C(CCSCc1ccc(Cl)cc1)NCc1cccs1,2.5,1.0,i,-2.2,-4.9,2.7,0.9,3.8,-8.8,8.8
CN1CCCN(C(=O)C2CCC(C(=O)N3CCCN(C)CC3)CC2)CC1 (configuration not stated),-5.7,2.2,i,23.3,-4.9,-2.0,-2.8,-0.9,-5.4,-4.8
COc1ccc(Cc2nc3ccccc3n2CC(=O)N/N=C/c2ccccc2)cc1OC,-1.8,-2.4,i,6.0,-1.4,-0.9,2.8,1.9,2.8,5.2
